PMI act hi M6P – increases human PMI activity with near-saturating mannose 6-phosphate; P34949; coupled PMI enzyme assay, resazurin fluorescence, 20 min; active compounds read high; 1 = untreated enzyme, 0 = substrate-free blank; activation factor at 20 µM; 190,000 compounds, 0.34% hits;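 active = activation factor of 2 or more at 20 µM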
Target sequence (P34949 whole entry, looked up): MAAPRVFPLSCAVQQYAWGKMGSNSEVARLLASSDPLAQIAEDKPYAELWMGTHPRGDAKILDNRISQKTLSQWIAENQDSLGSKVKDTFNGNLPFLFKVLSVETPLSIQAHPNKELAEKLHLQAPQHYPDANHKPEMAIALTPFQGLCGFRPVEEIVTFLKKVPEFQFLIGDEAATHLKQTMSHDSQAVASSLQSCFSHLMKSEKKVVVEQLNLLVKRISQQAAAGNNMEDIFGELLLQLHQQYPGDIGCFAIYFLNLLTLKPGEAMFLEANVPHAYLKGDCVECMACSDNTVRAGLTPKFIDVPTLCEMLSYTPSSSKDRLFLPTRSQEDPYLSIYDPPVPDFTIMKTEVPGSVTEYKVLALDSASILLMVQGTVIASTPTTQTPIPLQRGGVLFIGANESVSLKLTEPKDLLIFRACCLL
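Test system: human phosphomannose isomerase with PGI, G6PDH, diaphorase coupling enzymes; amount: 15 ng/mL PMI; incubation: enzyme reaction with compound 20 min at room temperature; technique: resorufin fluorescence (Ex 544/Em 590 nm) from resazurin via diaphorase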
PMI activator – phosphomannose isomerase (human) activation. P34949. purified human PMI, coupled resazurin fluorescence, 20 min; active compounds read high; 1 = vehicle control, 0 substrate-free wells. activation factor at 20 µM. 190,000 compounds, 0.005% hits;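 active = activation factor of 2 or more at 20 µM, relative to plate controls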
TNAP inh hi DEA – blocks human TNAP under high phosphate acceptor concentration; P05186; purified TNAP, CDP-star luminescence, 1 M DEA; inhibition, % at 20 µM; 200,000 compounds, 0.03% hits; AID 1135;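 active = over 50% inhibition of tissue-nonspecific alkaline phosphatase at 20 µM in the single-dose screen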;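 note: plate controls were DMSO wells for no effect and EDTA-quenched wells as full inhibition for full effect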
TNAP inh no acc – blocks human TNAP activity with no phosphate acceptor present; purified TNAP, CDP-star luminescence, 30 min; 200,000 compounds, 0.26% hits; inhibition, % at 20 µM; AID 1012;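 active = tissue-nonspecific alkaline phosphatase inhibition above about 50% at 20 µM in the single-dose screen, limit read from the data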;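 note: 0% = DMSO negative control and 100% = EDTA positive control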
bIAP activator – increases bovine intestinal alkaline phosphatase activity | purified bovine IAP, CDP-star luminescence, 30 min; active compounds read high; fold of DMSO-control signal, blank-subtracted | activation factor at 20 µM | 200,000 compounds, 0.17% hits | AID 1016;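 active = activation factor of 2 or more at 20 µM, a signal rise over negative controls twice the positive control's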
FLuc inh counter – inhibits firefly luciferase, flagging false hits in luciferase inhibition screens; P08659; ATPLite firefly luciferase biochemical luminescence, 10 min; inhibition, % at 10 µM; 200,000 compounds, 1.5% hits; AID 1006;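 active = inhibition above about 50% when tested at 10 µM, limit read from the data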
Target sequence (P08659 whole entry, looked up): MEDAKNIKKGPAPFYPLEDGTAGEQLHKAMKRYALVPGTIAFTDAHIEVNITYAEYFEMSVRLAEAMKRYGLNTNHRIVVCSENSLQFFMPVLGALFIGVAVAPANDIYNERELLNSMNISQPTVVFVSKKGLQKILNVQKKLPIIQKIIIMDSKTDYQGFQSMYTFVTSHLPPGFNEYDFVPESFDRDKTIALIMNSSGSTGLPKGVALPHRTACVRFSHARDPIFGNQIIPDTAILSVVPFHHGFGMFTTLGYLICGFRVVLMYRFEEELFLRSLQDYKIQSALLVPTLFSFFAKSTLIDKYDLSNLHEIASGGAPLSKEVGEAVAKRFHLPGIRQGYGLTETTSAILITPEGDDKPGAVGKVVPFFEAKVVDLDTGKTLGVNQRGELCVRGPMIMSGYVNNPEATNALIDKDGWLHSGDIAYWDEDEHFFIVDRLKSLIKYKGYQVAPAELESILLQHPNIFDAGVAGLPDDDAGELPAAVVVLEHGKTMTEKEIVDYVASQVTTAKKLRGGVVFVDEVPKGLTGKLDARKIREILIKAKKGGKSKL
APP 5'UTR act – APP 5'UTR luciferase reporter activation. activation, % at 2 µM. AID 1276. SH-SY5Y APP 5'UTR luciferase reporter, luminescence; zero percent = DMSO vehicle wells. 190,000 compounds, 1% hits;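 active = activation above a set limit, based on mean plus 3 SD of controls, cut at about 140% in these data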; note: values of inactives mirror those of a sister screen read the other way
NF-kB neuron act – NF-kB expression increase, human neuronal cells. NF-kB reporter expression; active compounds read high. fold change at 12.5 µM. 190,000 compounds, 1.6% hits. AID 1239; in the data active = fold change above about 3.3
TNAP act hi DEA – activators of human TNAP at high phosphate acceptor concentration; purified TNAP, CDP-star luminescence, 1 M DEA, 30 min; active compounds read high; 0 = EDTA background, 1 = DMSO-only activity; activation factor at 20 µM; 200,000 tested, under 10 active; AID 1136;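 active = activation factor at least 2 at 20 µM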
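Measured by: Luminescent substrate turnover signal | Test system: Human TNAP | Input: TNAP 1/800 final | Dosing: 20 µM single point | Schedule: 30 min, room temperature | Controls: EDTA wells as negative control, DMSO wells as positive control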
FLuc stim CS – affects firefly luciferase, flagging false hits in luciferase stimulation screens; P08659; ATPlite luciferase biochemical, luminescence, 10 min; 0 = ATP-free wells, 1 = DMSO control; activation factor at 10 µM; 200,000 tested, under 10 active; AID 1027;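 active = luciferase activation factor, scaled between plate controls, of at least 2 with compound at 10 µM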
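Material: Luciferase/luciferin reagent mix; Doses: test compounds dosed from 2 mM stocks in 100% DMSO; Schedule: 10 min incubation after luciferase reagent addition, room temperature; Measured by: luminescence from luciferase reaction; Read-out: luminescence gain marking luciferase activators.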
* marks the source's active call; other numbers are inactive results; nt = no result given.

SMILES | PMI act hi M6P | PMI activator | TNAP inh hi DEA | TNAP inh no acc | bIAP activator | FLuc inh counter | APP 5'UTR act | NF-kB neuron act | TNAP act hi DEA | FLuc stim CS
Cc1nc2cc(C(=O)OCC(=O)Nc3cccc(Cl)c3)ccc2n1-c1ccccc1 | 0.9 | 0.8 | -5 | -11 | 0.8 | -4 | 5 | 1.1 | 1.1 | 1
Cc1ccc(C)c2[nH]c(=O)c(CN(Cc3ccco3)C(=S)NCC3CCCO3)cc12 (stereo not drawn) | 1.3 | 1.2 | -4 | -6 | 1.2 | -4 | -3 | 0.96 | 1 | 1
CCOc1ccccc1NC(=O)C1CCCN1C(=O)OCc1ccccc1 (stereo not drawn) | 0.9 | 0.9 | 2 | -6 | 0.9 | 0 | -4 | 1.2 | 1 | 1
CCOC(=O)C1(Cc2ccc(OC)cc2)CCN(C(=O)c2ccoc2C)CC1 | 0.9 | 1 | -2 | -13 | 1.1 | -4 | 10 | 1.6 | 1 | 1
O=C(CSc1nnc2c(n1)[nH]c1ccc(F)cc12)N1CCOCC1 | 1 | 1 | -4 | -9 | 1.1 | -3 | 18 | 1.2 | 1 | 1
COc1ccc2cc(CCNC(=O)c3ccc(Br)o3)c(=O)[nH]c2c1 | 0.9 | 0.8 | -2 | -10 | 0.9 | -4 | 8 | 0.93 | 1 | 1
CCCCC1N2CC3([N+](=O)[O-])CN1CC([N+](=O)[O-])(C2)C3(C)C (stereo not drawn) | 1 | 0.9 | -1 | -6 | 1 | -5 | 5 | 1.2 | 1 | 1
O=C(NCc1ccc2c(c1)OCO2)C(C(=O)c1ccccc1)n1cc(Cl)ccc1=O (stereo not drawn) | 0.9 | 0.9 | -3 | -10 | 1 | -4 | 19 | 1 | 1 | 1
Cc1ccc(NC(=O)CCOc2ccccc2)cc1S(=O)(=O)Nc1ccccc1Cl | 0.9 | 0.8 | -2 | -12 | 0.9 | -12 | -8 | 0.95 | 1 | 1.1
O=C(O)c1ccccc1C(=O)N1CCN(C(=O)c2ccccc2Cl)CC1 | 1.1 | 1.1 | 2 | -4 | 1 | 3 | -2 | 0.89 | 1 | 1
C=CCc1ccccc1OCC(O)CN1CCN(c2ccccc2F)CC1 (stereo not drawn) | 1 | 0.9 | -2 | -12 | 1 | -5 | 6 | 0.94 | 1 | 1.1
O=C1CC(c2ccccc2)CC(O)=C1C=NC1CCCCC1 (stereo not drawn) | 1 | 1 | -5 | -10 | 0.9 | -4 | 1 | 1.7 | 1.1 | 1
Nc1nnc(SCC(=O)Nc2ccc(S(=O)(=O)N3CCOCC3)cc2)s1 | 1 | 0.9 | -6 | -12 | 0.6 | -6 | -4 | 0.97 | 1.1 | 1.1
Cn1c(=N)n(CC(O)c2ccco2)c2ccccc21 (stereo not drawn) | 0.7 | 1 | -2 | -10 | 0.9 | -1 | 4 | 1.2 | 1 | 1
O=C1NC(=O)/C(=C\c2ccccc2OCc2cccc([N+](=O)[O-])c2)N1 | 1.1 | 1 | -5 | 16 | 1 | -8 | -2 | 0.78 | 1 | 1.1
CCC(=O)c1ccccc1OCC(=O)Nc1c(C)cccc1C | 1 | 1 | -6 | -9 | 1.1 | -7 | -2 | 1.1 | 1.1 | 1.1
Cc1n[nH]c(=O)n1-c1ccc(C(C)C)cc1 | 1.1 | 1.1 | -3 | -10 | 1 | -4 | -2 | 1 | 1 | 1
C=C(C)Cn1c(CNC(C)=O)nc2ccccc21 | 1 | 1 | 2 | -5 | 1 | -1 | -20 | 0.86 | 1 | 1
Cc1ccc(CS(=O)(=O)CCC(=O)NCCCOC(C)C)cc1 | 0.9 | 0.9 | -4 | -6 | 1 | -6 | -3 | 1.4 | 1 | 1.1
COCC(=O)OCC(=O)Nc1cc([N+](=O)[O-])ccc1Cl | 1 | 1.1 | -1 | 1 | 1 | -4 | 14 | 1.2 | 1 | 1
COC(=O)c1ccc(Oc2cc(C)nc(Cl)n2)cc1 | 1.1 | 1 | -5 | -8 | 1.1 | -1 | 8 | 1.4 | 1 | 1
Cc1nnc2n(Cc3ccccc3)c(=O)c3c4c(sc3n12)CN(Cc1ccccc1)CC4 | 0.9 | 0.9 | -4 | -1 | 1.1 | -5 | nt | nt | 1 | 1
Cc1cc(C(=O)N2CCN(C(=O)C3CCCO3)CC2)no1 (stereo not drawn) | 0.9 | 0.9 | -1 | -7 | 0.8 | -4 | 0 | 1.1 | 1 | 1
COCCNC(=O)CCCCCN1C(=O)CCC1=O | 1 | 1 | -2 | -6 | 1 | 5 | -1 | 1 | 1 | 0.9
COc1ccc(C(C(=O)NC2CCCC2)N(C(=O)c2snc(-c3ccc(F)cc3)c2N)c2ccc(OC)cc2)cc1 (stereo not drawn) | 1.1 | 1.1 | -4 | 6 | 0.9 | -6 | 8 | 1.1 | 1 | 1.1

A draw from above in order of SMILES length, largest number first:
SMILES | PMI act hi M6P | PMI activator | TNAP inh hi DEA | TNAP inh no acc | bIAP activator | FLuc inh counter | APP 5'UTR act | NF-kB neuron act | TNAP act hi DEA | FLuc stim CS
C=CCc1ccccc1OCC(O)CN1CCN(c2ccccc2F)CC1 (stereo not drawn) | 1 | 0.9 | -2 | -12 | 1 | -5 | 6 | 0.94 | 1 | 1.1
Cn1c(=N)n(CC(O)c2ccco2)c2ccccc21 (stereo not drawn) | 0.7 | 1 | -2 | -10 | 0.9 | -1 | 4 | 1.2 | 1 | 1
Cc1n[nH]c(=O)n1-c1ccc(C(C)C)cc1 | 1.1 | 1.1 | -3 | -10 | 1 | -4 | -2 | 1 | 1 | 1

The listing picks up, repeating the two entries before the break.
SMILES | PMI act hi M6P | PMI activator | TNAP inh hi DEA | TNAP inh no acc | bIAP activator | FLuc inh counter | APP 5'UTR act | NF-kB neuron act | TNAP act hi DEA | FLuc stim CS
COCCNC(=O)CCCCCN1C(=O)CCC1=O | 1 | 1 | -2 | -6 | 1 | 5 | -1 | 1 | 1 | 0.9
COc1ccc(C(C(=O)NC2CCCC2)N(C(=O)c2snc(-c3ccc(F)cc3)c2N)c2ccc(OC)cc2)cc1 (stereo not drawn) | 1.1 | 1.1 | -4 | 6 | 0.9 | -6 | 8 | 1.1 | 1 | 1.1
CCCc1nc2ccccc2c2nc(N)nn12 | 1 | 1 | -7 | -3 | 1.1 | -4 | 11 | 1.1 | 1.1 | 1
Cc1c(C#N)c(NC(=O)c2cccc(Cl)c2)n(Cc2ccccc2)c1C | 0.9 | 0.9 | -6 | -6 | 0.9 | -11 | 8 | 1.1 | 1.1 | 1.1
CCCCNc1cc(=O)oc2ccccc12 | 1 | 1 | -6 | -14 | 0.9 | -5 | -6 | 0.76 | 1.1 | 1.1
O=C(O)CCC(=O)OCC1CCCO1 (stereo not drawn) | 1 | 1 | -7 | -14 | 0.9 | -8 | 13 | 1.1 | 1.1 | 1.1
Cc1ccc(S(=O)(=O)/N=C(\Nc2cccc(C)c2)Nc2nc(C)cc(C)n2)cc1 | 1 | 1.1 | -5 | -4 | 1 | -8 | 36 | 1.3 | 1 | 1.1
Cn1c(=O)c2c(nc(Sc3nc4ccccc4n3CC(=O)N3CCCCC3)n2C)n(C)c1=O | 1 | 1 | -3 | -7 | 1.1 | -4 | -21 | 1 | 1 | 1
CCOc1ccc(C(=O)c2ccc(OCC)c(N)c2)cc1N | 0.9 | 0.9 | -4 | -15 | 0.9 | 2 | 29 | 2 | 1 | 1
O=C(COc1ccc(Cl)cc1Cl)NCC(=O)N/N=C/c1c[nH]c2ccccc12 | 1 | 1 | -2 | 15 | 1.1 | -5 | 17 | 1 | 1 | 1.1
O=C(COc1nc2ccccc2nc1N1CCOCC1)N1CCc2ccccc21 | 1 | 1.1 | -6 | -11 | 1 | -4 | -7 | 1.2 | 1.1 | 1
CC1CCN(C(=O)C2CCN(CC(C)c3ccccc3)CC2)CC1 (stereo not drawn) | 1.1 | 1 | -4 | -7 | 0.7 | -3 | 23 | 0.92 | 1 | 1
CCOC(=O)c1c(NC(=O)CN2CCN(c3ccc(Cl)cc3)CC2)sc(C)c1C | 0.9 | 0.8 | -2 | -1 | 0.9 | 3 | 13 | 1.1 | 1 | 1
N#Cc1c(-c2cccc(Br)c2)cc(-c2cccnc2)nc1N | 0.9 | 0.9 | 1 | -3 | 1.2 | -4 | 12 | 1.1 | 1 | 1
CSc1ccc(CN2CCC(C(=O)NCc3ccc(C)cc3)CC2)cc1 | 1 | 1 | -3 | -11 | 1.2 | 4 | 7 | 1 | 1 | 1
CSc1ccc(Cl)c(C(=O)Nc2ccc(Cl)cn2)c1 | 1.1 | 1.1 | -6 | -11 | 1.1 | -1 | -24 | 1.2 | 1.1 | 1
CCN1CCN(S(=O)(=O)c2ccc3c(c2)OCCO3)CC1 | 1.1 | 1 | -7 | -20 | 0.9 | -4 | 15 | 1.1 | 1.1 | 1
CCNC(=S)NN(c1ccccc1)c1ccccc1 | 1 | 0.9 | -4 | 2 | 0.9 | -4 | nt | 0.97 | 1 | 1
CCn1ncc([N+](=O)[O-])c1C(=O)NC1CCCCC1 | 1 | 1 | -1 | -5 | 1 | 0 | -7 | 1.3 | 1 | 1
CCCCN=C1C([N+](=O)[O-])=CC=C2C1=NC1(CCCCC1)N2O | 0.5 | 0.7 | 2 | 0 | 0.9 | 2 | 3 | 0.96 | 1 | 1
CCOc1ccccc1CN1C(=O)c2ccccc2C1C(=O)NCC1CCCO1 (stereo not drawn) | 0.9 | 0.9 | 4 | -9 | 1 | -2 | -6 | 1.2 | 1 | 1
COCCOC(=O)C1=C(C)NC(=O)N(C(C)=O)C1c1ccc(Cl)cc1 (stereo not drawn) | 0.8 | 0.9 | 2 | -6 | 1 | -1 | 8 | 1.1 | 1 | 1
COc1ccccc1C(=O)Nc1nc(-c2ccc(S(=O)(=O)N3CCOCC3)cc2)cs1 | 0.9 | 0.8 | -4 | -15 | 1.1 | -2 | -18 | 0.28 | 1 | 1
Cc1c([N+](=O)[O-])c([N+](=O)[O-])nn1CC(=O)NCc1cccnc1 | 0.9 | 1 | -5 | -7 | 1 | -2 | 8 | 0.98 | 1.1 | 1
CCOC(=O)C1=C(c2ccccc2)N=C2SCC(=O)N2C1c1ccc(OC)c(OC)c1 (stereo not drawn) | 0.9 | 0.9 | -8 | -10 | 1 | -6 | 6 | 0.91 | 1.1 | 1.1
CSc1ccccc1NC(=O)N1CCC(CO)(CC2CCCCO2)CC1 (stereo not drawn) | nt | nt | -4 | -10 | 1.1 | -3 | 23 | 1.1 | 1 | 1
O=C(COC(=O)c1ccc(Br)o1)NC1CCCCC1 | 1 | 1 | -5 | -14 | 1 | -2 | -6 | 0.94 | 1 | 1
CCCCN(C)CCC(=O)Nc1ccc(Cl)cc1 | 1 | 1.1 | -8 | -10 | 0.8 | -6 | 20 | 1.1 | 1.1 | 1.1
O=C(NC1(C(F)(F)F)NC(=O)N(C2CCCCC2)C1=O)c1ccco1 (stereo not drawn) | 1 | 1 | -2 | -11 | 0.9 | -1 | -5 | 0.94 | 1 | 1
O=C(NCCN1CCOCC1)c1ccc(CSc2nc3ccncc3n2Cc2ccc(F)cc2)cc1 | 1 | 1 | 2 | -6 | 1.1 | 2 | 27 | 1.2 | 1 | 1
COc1ccc(CC(=O)Nc2nc(-c3cccc([N+](=O)[O-])c3)cs2)cc1 | 1 | 1 | -6 | -7 | 1 | -3 | 3 | 1.3 | 1.1 | 1

Compounds were not picked by outcome. About 3.6% of those tested had a hit in this group.
